# EBI2 block: blocks human EBI2 receptor beta-arrestin signaling | EBI2 beta-arrestin recruitment, luminescence, 7a,25-OHC stimulated | actives 0.81% (n = 360,000) | P32249 | inhibition, % at 5 µM; in the data active = inhibition above about 38%;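 also: enzyme fragment complementation signal reports receptor beta-arrestin coupling in cells; 0% = agonist plus DMSO wells and 100% = wells without agonist; some results beyond the cut were filed as inactive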
# Gli-Sufu antag: blocks Gli-Sufu signaling in a luciferase reporter. Sufu-KO-LIGHT fibroblasts, Gli luciferase reporter luminescence. inhibition, % at 5 µM. actives 0.74% (n = 340,000). AID 588413;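 active = inhibition above about 55%, limit read from the data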;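 also: 0% = DMSO-treated cells and 100% = wells with medium but no cells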
# CHOP UPR activ: apoptotic UPR (CHOP) activation | CHO-CHOP luciferase reporter, luminescence; percent of tunicamycin response over DMSO baseline | AID 449763 | actives 0.34% (n = 330,000) | activation, % at 10 µM;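 active = at 10 µM dose, activation of 40% or more, normalized to positive control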;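 also: 100% = tunicamycin at 10 µg/mL and 0% = DMSO alone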
#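 System: CHO-CHOP luciferase reporter cell line; amount: 500 cells/well; buffer or medium: F12 medium containing 10% fetal bovine serum; incubation: 6 h compound exposure at 37 °C after overnight seeding; measured by: luciferase luminescence after 10 min with Steady-Glo reagent; evaluation: % reporter activation, DMSO baseline versus tunicamycin full activation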
# Mdm2 MdmX PPI: inhibitors of human Mdm2/MdmX interaction | SaOS-2 split-luciferase Mdm2/MdmX complementation, luminescence | inhibition, % at 8 µM | actives 3% (n = 330,000) | AID 485346;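 active = inhibition of at least 50% at 8 µM in the primary screen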
# Target sequence (O15151 whole entry, looked up): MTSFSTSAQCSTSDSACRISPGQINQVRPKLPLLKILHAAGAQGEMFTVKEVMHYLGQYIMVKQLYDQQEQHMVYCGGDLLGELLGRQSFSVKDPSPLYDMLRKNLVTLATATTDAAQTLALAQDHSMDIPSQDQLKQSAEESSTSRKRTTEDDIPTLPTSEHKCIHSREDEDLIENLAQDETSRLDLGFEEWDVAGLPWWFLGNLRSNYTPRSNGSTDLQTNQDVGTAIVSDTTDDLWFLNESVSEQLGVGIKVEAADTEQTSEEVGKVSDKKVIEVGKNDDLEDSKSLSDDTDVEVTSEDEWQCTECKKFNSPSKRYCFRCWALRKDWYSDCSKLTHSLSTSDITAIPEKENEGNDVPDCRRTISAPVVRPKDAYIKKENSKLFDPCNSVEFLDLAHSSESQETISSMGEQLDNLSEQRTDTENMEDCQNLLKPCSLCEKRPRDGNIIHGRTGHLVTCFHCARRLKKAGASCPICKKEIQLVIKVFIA
# Target sequence (Q00987 whole entry, looked up): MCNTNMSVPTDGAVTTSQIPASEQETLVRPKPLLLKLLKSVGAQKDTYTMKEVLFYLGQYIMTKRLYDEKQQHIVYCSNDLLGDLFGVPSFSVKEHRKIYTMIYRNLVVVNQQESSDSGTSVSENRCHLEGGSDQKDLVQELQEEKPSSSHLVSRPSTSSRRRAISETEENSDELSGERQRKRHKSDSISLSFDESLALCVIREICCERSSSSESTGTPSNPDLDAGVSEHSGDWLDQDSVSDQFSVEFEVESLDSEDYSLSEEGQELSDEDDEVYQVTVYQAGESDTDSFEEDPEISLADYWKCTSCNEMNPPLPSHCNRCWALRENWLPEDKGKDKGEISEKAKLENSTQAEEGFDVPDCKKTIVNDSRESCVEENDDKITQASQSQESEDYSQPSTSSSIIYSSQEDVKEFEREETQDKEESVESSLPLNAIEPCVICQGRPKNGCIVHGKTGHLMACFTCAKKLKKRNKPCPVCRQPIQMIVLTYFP
# Jurkat NFkB inh: inhibitors of the PMA/ionomycin-induced NF-kB reporter in Jurkat cells; PMA/ionomycin-induced NF-kB luciferase reporter, luminescence; inhibition, % at 4 µM; AID 435003; actives 0.53% (n = 330,000); in the data active = inhibition above about 50%
# CCR6 antagonist: CCR6 (human) receptor antagonism | P51684 | CHO-K1 CCR6 PathHunter beta-arrestin, luminescence, CCL20-stimulated | inhibition, % at 20 µM | actives 0.49% (n = 340,000);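 active = compounds whose inhibition of the agonist-driven luminescence signal at 20 µM reaches about 50%, limit read from the data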;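 also: cells stimulated with CCL20 at 14 nM final; plate controls were DMSO with CCL20 for no effect and DMSO without agonist for full effect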
# 697 NFkB inh: lowers PMA/ionomycin-induced NF-kB signal in 697 B cells; 697 B-cell NF-kB luciferase reporter, 16 h; inhibition, % at 4 µM; actives 0.33% (n = 330,000); AID 435022; in the data active = inhibition above about 35%
# XBP1 UPR activ: adaptive UPR (XBP1) activation; CHO-XBP1 luciferase reporter, IRE1-XBP1 UPR activation, luminescence; percent of tunicamycin response, DMSO as zero; activation, % at 20 µM; actives 0.33% (n = 330,000); AID 463104;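 active = versus positive control, 20 µM dose yields 30% or more activation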;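 also: 100% = tunicamycin at 10 µg/mL and 0% = DMSO only wells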
#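 Material: CHO-XBP1 cells stably carrying IRE1-XBP1-driven luciferase reporter | Medium: F12 with 10% serum | Compound dosing: 20 µM single concentration, DMSO 1% | Incubation: Overnight seeding at 37 °C, 6 h compound treatment at 37 °C | Detection: Steady-Glo luminescence read | Read-out basis: % activation of reporter signal versus tunicamycin and DMSO controls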
# CXCR6 block: inhibitors of human CXCR6 receptor; O00574; CHO-K1 PathHunter CXCR6 beta-arrestin, luminescence; inhibition, % at 20 µM; actives 0.36% (n = 360,000); AID 602244; in the data active = inhibition above about 34%, passing the limit was not always enough;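 also: antagonist mode with CXCL16 agonist at 10 nM final; 0% = 10 nM CXCL16 with DMSO and 100% = unstimulated wells without agonist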
# An asterisk follows results filed as active; x = no result given.
item	molecule	EBI2 block	Gli-Sufu antag	CHOP UPR activ	Mdm2 MdmX PPI	Jurkat NFkB inh	CCR6 antagonist	697 NFkB inh	XBP1 UPR activ	CXCR6 block
1	CCCS(=O)(=O)c1nc(S(=O)(=O)c2ccc(C)cc2)c(NCCCn2ccnc2)s1	-6	0	-2.1	5	22	9	6	-3	2
2	Cc1cc(NS(=O)(=O)c2ccccc2)n(-c2ccccc2)n1	-1	0	-3.5	19	-12	1	-6	-3	-4
3	CC(C)CCNC(=O)C(=O)Nc1cc2c3c(c1)CC(=O)N3CCC2	2	-10	-0.9	7	-4	4	-15	-2	-3
4	CCc1ccc(NC2CC(=O)N(CCc3ccc(OC)c(OC)c3)C2=O)cc1 (configuration not stated)	25	-7	1.1	4	8	-4	3	0	-9
5	Cn1c(=O)c2c([nH]c(=S)n2Cc2ccc(Cl)cc2)n(C)c1=O	-8	3	2.3	-3	9	-4	11	-5	5
6	CSCCC(=O)NC1CC(C)(C)Cc2c1cnn2-c1ccccc1C (configuration not stated)	-1	-5	-1.0	14	-2	19	11	0	-14
7	COC(=O)c1cc(N2CCN(C)CC2)nc2ccccc12	-2	4	0.3	23	1	2	12	-1	-5
8	Cc1nn(Cc2ccc(F)cc2)c(C)c1NC(=O)C1c2ccccc2Oc2ccccc21	-7	-6	0.0	13	-15	9	-19	-1	8
9	COc1ccc(-n2c(=S)[nH]c3cc(C(=O)NCCCN4CCCC4=O)ccc3c2=O)cc1OC	-2	-5	2.2	-31	-17	10	-4	0	2
10	c1ccc(CC2CCN(C3=Nc4cccc5cccc3c45)CC2)cc1	33	15	5.3	43	-4	5	-48	1	6
11	Cc1ccccc1-n1c(SCc2csc(Nc3ccccc3)n2)nnc1-c1cccnc1	0	17	-0.5	8	6	7	-8	-3	16
12	Cc1nn2c(NCCCN(C)C)c3c(nc2c1-c1ccccc1)CCC3	-5	17	-0.4	9	-5	12	16	2	4
13	Nc1nc(N)c2ncc(C(=O)CCc3ccccc3)nc2n1	-1	-1	0.0	10	-6	-3	-3	0	-6
14	COc1ccc(S(=O)(=O)N2CCOCC2)cc1NC(=O)COc1ccc2ccc(=O)oc2c1	-9	-7	-0.5	19	1	17	22	-1	2
15	Clc1ccc(Cl)c(OCCCCN2CCCCC2)c1	-3	7	-0.9	14	-8	1	-6	1	6
16	CC12CCC(C(=O)NCc3ccc4c(c3)OCO4)(C(=O)C1=O)C2(C)C (configuration not stated)	-3	0	0.8	2	-2	-8	-7	1	7
17	COc1ccc(-c2nnc(SCC(=O)NC3CCCCC3)o2)cc1OC	4	0	-3.0	33	-11	3	3	0	8
18	COc1ccc(/C=N/NC(=O)C(C)n2nnc3ccccc32)cc1OC (configuration not stated)	4	-9	0.5	4	-2	-12	5	8	-8
19	Cc1ccc(NC(=S)Nc2ccc(S(=O)(=O)N3CCOCC3)cc2)cc1S(=O)(=O)N1CCOCC1	1	55	-0.6	-15	3	23	1	-1	-4
20	COCC(C)NC(=O)CCS(=O)(=O)c1nc(-c2ccc(OC)cc2)cc(C(F)(F)F)n1 (configuration not stated)	9	19	0.8	43	6	6	18	-9	7
21	COc1ccc(CN2CCCC(CNC(=O)c3ccc(F)cc3)C2)cc1OC (configuration not stated)	-13	9	6.9	-3	6	11	16	0	-4
22	COc1cccc(C(=O)NC2CCN(C(=O)N3CCCCC3)CC2)c1	1	2	-0.2	-16	1	8	-9	-2	3
23	COc1ccc(S(=O)(=O)N2CCOCC2)cc1NC(=O)CCNC(=O)c1ccc(Br)cc1	6	11	0.4	-17	-14	3	28	-4	-1
24	CC(=O)c1ccc(OCc2cc(C(=O)NCCc3ccc(Cl)cc3)no2)cc1	-2	-11	4.2	-11	-14	-5	-13	-3	2
25	C[C@H](NS(=O)(=O)c1ccc(Cl)c(Cl)c1)C(=O)OCc1cc(=O)n2cc(Br)ccc2n1	8	23	-2.5	5	7	5	14	-1	2
26	COc1ccc(NC(=O)CN(C)CC(=O)NC(=O)NC2CCCCC2)cc1	-12	1	1.5	-17	11	7	19	-2	-4
27	O=C(N=C1N=C2C=CC(Br)=CN2Cc2ccccc21)c1ccc([N+](=O)[O-])cc1[N+](=O)[O-]	0	-54	5.9	-103	-71	11	-71	0	-20
28	COc1ccccc1C(=O)NCCC(=O)N1CC=C(c2ccccc2)CC1	-7	-2	-0.4	7	-6	12	-7	-1	-2
29	Cc1ccc(S(=O)(=O)N2CCc3ccccc3C2CC(=O)O)cc1 (configuration not stated)	1	-2	0.2	-18	-16	3	-10	-3	-12
30	CC(=O)Nc1ccc(S(=O)(=O)Nc2nccc(C3Cc4ccccc4C(=O)O3)n2)cc1 (configuration not stated)	-6	8	1.5	2	6	-1	14	1	-3
31	Nc1ccc(C(=O)OCC(=O)N2CCOCC2)cc1[N+](=O)[O-]	-3	-37	3.5	-11	-28	7	-20	6	0
32	Cc1cccc(NC(=O)CSc2cccc[n+]2[O-])c1C	12	9	3.3	16	3	-8	23	-2	-2
33	Cn1c(=O)cc(SCC(=O)NCC2CCCO2)c2ccc(Cl)cc21 (configuration not stated)	4	10	2.1	33	7	4	7	-1	2
34	O=C1C(C=NCC2CCCO2)=C(O)c2ccccc21 (configuration not stated)	-2	-56	0.6	-17	-41	-11	-52	-3	-1
35	O=C(Cn1ccc2ccccc21)Nc1ccc2c(c1)OCO2	-15	-9	-0.9	14	14	9	6	-2	11
36	COc1ccc(S(=O)(=O)N2CCCC(N(C)CCc3ccccc3)C2)cc1OC (configuration not stated)	-7	15	2.8	-7	8	-2	-9	-3	-10
37	CN(CC(=O)N1CC=C(c2ccccc2)CC1)S(=O)(=O)c1ccc2c(c1)c(=O)n(C)c(=O)n2C	0	-32	-0.5	23	5	10	4	2	6
38	C=CCN(c1ccccc1OC)S(=O)(=O)c1cccc(C(=O)NCc2ccco2)c1	-1	-1	-0.6	6	-1	3	1	-1	2
39	CCn1cc(C(=O)N2CCN(Cc3ccc4c(c3)OCO4)CC2)c(=O)c2ccc(C)nc21	1	1	-0.1	11	12	4	27	4	-6
40	NS(=O)(=O)c1ccc(NC(=S)N2CCN(c3ccccc3Cl)CC2)cc1	4	6	-0.5	-22	0	4	-16	-1	-4
41	CC(C)NC(=O)COC(=O)c1ccc(Cl)c(S(N)(=O)=O)c1	3	-6	0.0	18	-10	-3	9	-1	2
42	COc1cc(CN2CCN(C(=O)c3ccc(-c4ccccc4)cc3)CC2)cc(OC)c1OC	48*	5	1.7	8	8	8	15	0	10
43	CCc1ccc(NC(=O)[C@H](NC(=O)[C@@H]2Cc3ccccc3CN2)c2ccccc2)cc1	-4	-31	2.1	28	-29	11	-18	-2	5
44	CN(C(=O)c1ccccc1C(=O)OCC(=O)c1ccc(F)cc1)c1ccccc1	-2	-17	2.7	-21	-24	-1	6	-4	4
45	O=C(N[C@H]1C/C=C\C[C@H](CC(=O)N(CCO)Cc2ccccc2)C(=O)N[C@H](Cc2c[nH]c3ccccc23)COC1=O)OCC1c2ccccc2-c2ccccc21	12	45	0.8	15	-5	4	-16	-4	1
46	CCCN(CCC)C(=O)c1cc(-c2ccc3c(c2)OCO3)nc2ccccc12	4	5	1.3	-4	-20	15	-14	0	-8
47	COC(=O)c1scc(S(=O)(=O)C(C)(C)C)c1N	-7	0	-1.5	16	-8	6	-3	4	-6
48	O=c1[nH]cnc2c1cnn2Cc1ccccc1	-8	6	-3.4	-11	9	1	13	0	-9
49	Cc1ccc(C(=O)Nn2cnnc2)cc1	-8	-2	-0.7	6	14	-9	10	-1	1
50	Cc1ccc2c(Cl)c(C(=O)NCC3CCCO3)sc2c1 (configuration not stated)	-10	-45	2.7	-167	-159	-3	-125	1	5
51	COc1cccc(NC(=O)CN(C)C(=O)[C@@H]2CCCN2C(=O)c2cccs2)c1	4	-6	1.1	3	-9	0	19	0	6
52	O=C(CCc1c[nH]c2ccccc12)NCCOc1ccccc1	1	8	-0.1	0	-3	19	-1	0	7
53	O=C(CNc1ccc(F)cc1F)NC(=O)NCc1ccco1	-6	-2	1.7	6	-9	12	8	-3	1
54	CCCNC(=O)c1csc(Nc2cccc3ccccc23)n1	2	0	0.9	25	-15	12	-30	2	-25
55	CC(C)(C)OC(=O)N1CCC[C@H]1c1nnc(SCc2c(Cl)cccc2Cl)o1	20	4	0.9	26	6	22	13	-3	6
56	O=C(CNC(=O)c1ccccc1F)OCCCOC(=O)CNC(=O)c1ccccc1F	4	2	0.5	26	-2	3	6	1	0

# One compound at a time, from the list above. Values in the order: EBI2 block | Gli-Sufu antag | CHOP UPR activ | Mdm2 MdmX PPI | Jurkat NFkB inh | CCR6 antagonist | 697 NFkB inh | XBP1 UPR activ | CXCR6 block
# Cc1ccc(C(=O)Nn2cnnc2)cc1 reads -8 | -2 | -0.7 | 6 | 14 | -9 | 10 | -1 | 1
# CCCNC(=O)c1csc(Nc2cccc3ccccc23)n1 reads 2 | 0 | 0.9 | 25 | -15 | 12 | -30 | 2 | -25

# An excerpt from above, limited to CHOP UPR activ:
no. | Structure | CHOP UPR activ
56 | O=C(CNC(=O)c1ccccc1F)OCCCOC(=O)CNC(=O)c1ccccc1F | 0.5
52 | O=C(CCc1c[nH]c2ccccc12)NCCOc1ccccc1 | -0.1
55 | CC(C)(C)OC(=O)N1CCC[C@H]1c1nnc(SCc2c(Cl)cccc2Cl)o1 | 0.9

# Remaining list, next part.
item	molecule	EBI2 block	Gli-Sufu antag	CHOP UPR activ	Mdm2 MdmX PPI	Jurkat NFkB inh	CCR6 antagonist	697 NFkB inh	XBP1 UPR activ	CXCR6 block
57	O=C(CCN1C(=O)S/C(=C\c2ccccc2)C1=O)N1CCCCC1	3	-1	3.1	1	3	1	13	5	-3
58	CCOC(=O)C1(Cc2ccccc2)CCN(Cc2ccc(COC)o2)CC1	-3	25	-0.8	27	3	-2	3	0	1
59	COc1ccc(-n2c(=O)c3c4c(sc3n3c(=S)[nH]nc23)COC(C(C)C)C4)cc1 (configuration not stated)	15	4	1.4	21	11	5	15	1	4
60	CC(=O)Nc1ccc(NC(=O)CSc2nnc(CNc3ccc(F)cc3)n2CC2CCCO2)cc1 (configuration not stated)	-4	-3	-1.0	-6	3	5	10	0	-1
61	Cc1ccc(-c2ccccc2[C@@H]2C[C@H]3CN(C)C(=O)[C@]34CCCN24)o1	4	11	0.0	-8	5	12	14	-2	10
62	CS(=O)(=O)N(CC(=O)N1CCN(Cc2ccccc2)CC1)Cc1ccccc1	8	10	-3.4	-13	4	7	-31	-2	3
63	OCc1nc2ccccc2n1CCCOc1ccccc1	-8	-37	2.6	-18	-30	8	-87	3	5
64	CCOC(=O)c1c(-c2ccccc2)csc1NC(=O)/C(C#N)=C/c1ccc(O)c(OC)c1	31	2	x	x	x	48	x	x	24
65	CCCc1nc(SCC(=O)Nc2nc3c(s2)CCCC3)c2ccccc2n1	18	-18	-1.1	30	-2	6	18	-2	-1
66	Cc1onc(-c2c(F)cccc2Cl)c1C(=O)Nc1cccc(Cn2cccn2)c1	2	-4	-1.7	-18	9	-3	4	-3	8
67	Cc1ccc(OCCNC(=O)c2ccccc2O)cc1	6	-11	0.0	-2	13	1	0	-2	-3
68	CCCn1c(CNC(=O)c2ccccc2)nc2ccccc21	-2	-1	1.0	7	10	-11	8	-1	2
69	Cc1nc(NC(=O)COC(=O)CCc2nc3ccccc3s2)c(Cl)cc1Cl	7	-6	1.8	-3	-6	-5	0	-1	-6
70	N#CC(c1ccc(Cl)cc1)c1cccc(Cl)n1 (configuration not stated)	3	6	0.0	-15	7	17	11	3	-13

# Compounds as they come; any-hit rate near 5%.
